Bioassay records (PubChem BioAssay)
NR3A LBD binder – NR3A (human) ligand-binding domain modulation; Tm shift relative to glycine control, % at 25 µM; NR3A LBD differential scanning fluorimetry, Tm shift; 0% = protein alone, 100% = glycine-bound protein; 340,000 tested, 2.5% active;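 active = melting temperature shift of at least 10% of the positive control shift, at one fixed dose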
tim23-1 inh – tim23-1 yeast growth inhibition. S. cerevisiae tim23-1 growth, BacTiter-Glo luminescence, 24 h. inhibition, % at 20 µM. 330,000 tested, 1.3% active;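 active = growth inhibition of the mutant yeast at or above 50%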;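 note: temperature-sensitive mutant grown at 25 °C; plate controls were DMSO-treated mutant yeast for no effect and medium wells lacking yeast for full effect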
MPTP inh – permeability transition pore inhibition | inhibition, % at 10 µM | AID 602449 | 360,000 tested, 1.4% active | isolated mouse mitochondria, Ca2+ swelling absorbance, 30 min;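 active = inhibition of 50% or more, scaled per plate between neutral and stimulator controls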;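 note: 0% = DMSO wells given calcium and 100% = 1 mM EGTA wells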
APJ agonist – APJ receptor agonism; P35414; CHO-K1 APJ PathHunter beta-arrestin, luminescence; 0% DMSO wells, 100% apelin; activation, % at 20 µM; 330,000 tested, 0.11% active;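 active = activation more than six SD over the plate average, tested at 20 µM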;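 note: 0% = DMSO alone and 100% = apelin-13 at 10 nM; some results filed as inactive read as strong as hits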
Target sequence (P35414 whole entry, looked up): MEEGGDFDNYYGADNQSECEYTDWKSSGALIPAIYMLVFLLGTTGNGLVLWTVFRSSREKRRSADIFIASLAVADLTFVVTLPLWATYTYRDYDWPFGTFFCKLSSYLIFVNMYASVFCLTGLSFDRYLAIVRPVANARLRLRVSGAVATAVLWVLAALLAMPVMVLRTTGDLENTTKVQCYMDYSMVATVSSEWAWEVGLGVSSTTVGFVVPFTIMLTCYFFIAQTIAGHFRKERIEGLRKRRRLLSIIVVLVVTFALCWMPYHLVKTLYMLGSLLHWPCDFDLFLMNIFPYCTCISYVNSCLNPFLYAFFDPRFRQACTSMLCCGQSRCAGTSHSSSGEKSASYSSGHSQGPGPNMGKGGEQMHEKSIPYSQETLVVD
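assay system = CHO-K1 APJ beta-arrestin complementation cell line | input = cell density 1000 per well | dosing = compound 20 µM once, DMSO 1% | timing = compound 90 min 25 °C, reagent 1 h | measured by = luminescence from split beta-galactosidase complementation, Galacton Star/Emerald II substrate | read-out basis = APJ agonist activity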
MIN6 prolif – inducers of beta-cell replication in MIN6 cells. MIN6 cells proliferation, ATPlite luminescence, 48 h; cells starved in 0.2% serum; 100% = growth in 10% serum. proliferation, % at 10 µM. 330,000 tested, 0.29% active. AID 2380;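 active = compounds whose signal lies at least 3.5 SD above the mean of all wells on their plate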;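 note: 0% = DMSO-treated cells in low-serum medium and 100% = 10% serum control; some compounds called inactive have numbers as strong as hits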
tim10-1 inh – growth inhibitors of tim10-1 mutant yeast; S. cerevisiae tim10-1 ts strain growth, BacTiter-Glo, 24 h; inhibition, % at 20 µM; 330,000 tested, 2.2% active; AID 463190;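 active = inhibition of at least 40%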;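 note: mutant grown at 25 °C; 0% = DMSO wells with yeast and 100% = wells holding no yeast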
TIM10 inh – growth inhibitors of TIM10 yeast strain; 330,000 tested, 1.4% active; S. cerevisiae TIM10 strain growth, BacTiter-Glo luminescence, 24 h; AID 463195; inhibition, % at 10 µM;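 active = inhibition of 40% or more at the single tested concentration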;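 note: wild-type TIM10 isogenic control strain grown at permissive 25 °C; 0% = DMSO yeast wells and 100% = minimal medium wells without yeast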
NLRP3 yeast inh – blocks the NALP3 inflammasome reconstituted in yeast. 330,000 tested, 0.39% active. Yeast reconstituted NLRP3/ASC/caspase-1, beta-gal luminescence, 24 h. inhibition, % at 10 µM;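 active = inhibition of 50% or more; inactive = inhibition below 50%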;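 note: plate controls were induced DMSO wells for no effect and uninduced yeast grown without galactose for full effect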
APJ antagonist – APJ receptor antagonism. CHO-K1 APJ beta-arrestin complementation, luminescence. AID 2521. inhibition, % at 20 µM. P35414. 330,000 tested, 0.32% active;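 active = inhibition above about 40% at 20 µM, limit read from the data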;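 note: cells challenged with 10 nM apelin-13 agonist together with compound; plate controls were apelin-13 plus DMSO wells for no effect and DMSO wells lacking apelin-13 for full effect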
An asterisk follows results filed as active; nt = not tested or not shown. Rows were taken by chance. About 7.2% of those tested had a hit in this group.

Below each SMILES – NR3A LBD binder, tim23-1 inh, MPTP inh, APJ agonist, MIN6 prolif, tim10-1 inh, TIM10 inh, NLRP3 yeast inh, APJ antagonist
- O=C(O)c1cccc2c1C(=O)N(Cc1ccccc1)C2
 : 1, 24, -0.2, 1, -3, 30, -2, 22, -30
- CCCCN(C)C(=O)c1nc2ccccn2c1CNCCCn1ncc2ccccc21
 : 0, 9, -1.3, -2, -4, 7, -8, 9, -1
- CC(=O)c1c(C)[nH]c(C(=O)OCC(=O)N2CCN(S(=O)(=O)c3ccc(C)cc3)CC2)c1C
 : 2, 16, -2.3, -2, 2, 7, 20, -5, 17
- O=c1[nH]c(=O)n(-c2ccc(F)cc2)c2c1C(C(F)(F)F)(C(F)(F)F)N=C(c1ccc(F)cc1)N2
 : 5, 9, 100*, 1, 0, 11, -8, 13, -17
- COc1cc(/C=N/NC(=O)c2nnn(-c3nonc3N)c2C(C)C)ccc1OCc1ccccc1
 : 35*, 10, -0.3, 7, -3, 11, 14, 11, -29
- FC(F)(F)c1cc(-c2ccccc2)nc(N2CCCCCC2)n1
 : 11*, 6, 7.2, -2, -4, -8, -11, 13, 15
- Cc1c(C)c(C)c(S(=O)(=O)Nc2ccc3[nH]c(=O)[nH]c3c2)c(C)c1C
 : 2, -14, -1.2, 3, -1, -12, -16, 7, -25
- Cc1nc2c(ncn2-c2ccccc2)c(=O)n1NC(=O)CN1CCCC1
 : -1, 16, 1.4, -2, -2, 0, 4, -8, -9
- COc1ccccc1CCC(=O)Nc1cc(S(=O)(=O)N2CCCCC2)ccc1N1CCN(C)CC1
 : 1, -3, -3.4, -4, -1, 14, 5, 18, 3
- Cn1cccc1-c1cc(C(=O)N/N=C/c2cccc(O)c2)[nH]n1
 : 8, -1, -2.2, -1, -3, 11, 14, 15, -1
- O=c1[nH][nH]c(C(F)(F)F)c1C=NCc1cccc(Cl)c1
 : -1, 16, 0.7, 2, -1, 31, -1, 8, 11
- CN(Cc1ccccc1)C(=O)CN1C(=O)c2ccc([N+](=O)[O-])cc2C1=O
 : 1, 28, 0.0, 1, -2, 32, 13, 26, -26
- O=C1CN(C(=O)COc2ccccc2)c2ccccc2N1
 : -3, 0, 0.1, 2, 3, 8, 3, 17, 5
- O=C(Nc1ccc(N2CCN(C(=O)c3ccco3)CC2)cc1)c1ccc(F)cc1
 : -3, 41, -0.5, 10, 2, 33, 17, 14, 4
- Cn1c(N2CCN(S(=O)(=O)c3ccc(F)cc3)CC2)nc2ccccc21
 : 0, -2, 0.3, -5, 2, -2, -13, 3, 4
- O=C(CSc1nc(-c2ccccc2)c(-c2ccccc2)o1)Nc1nnc(-c2ccccc2)s1
 : 5, 7, 8.3, -4, -4, 21, -2, -59, 8
- COC(=O)CN1C(=O)COc2ccc(S(=O)(=O)N3CCOCC3)cc21
 : -3, 13, 1.4, -3, 5, 20, -6, 5, -6
- O=C(/C=C/Nc1ccc(F)c(Cl)c1)c1ccccc1
 : -6, 7, 1.1, -3, -3, 7, 11, 16, -20
- CCC(C)(C)NC(=O)Cc1ccc(F)cc1
 : 1, -4, -0.4, -2, 0, 4, -11, 2, 15
- CSc1cccc(NC(=O)N2CCc3ccc(NC(=O)c4ccccn4)cc3C2)c1
 : -5, 37, 3.4, -2, -5, 38, 9, 8, -27
- CCOC(=O)c1cc(OC(=O)c2ccccc2)n(-c2ccccc2)n1
 : 0, 7, -2.9, -2, -1, 6, 4, 0, -13
- Cc1cc(-c2ccc(Cl)cc2)c2cnn(C(C)C)c2n1
 : -1, 36, -1.0, -3, 0, 35, -4, 15, -17
- O=C(/C=C/c1ccc(Cl)cc1)NC(=S)NN1CCCCC1c1cccnc1 (centres undefined)
 : nt, -161, nt, 1, 2, 8, -7, -5, -8
- Cc1cc(NC(=O)CSc2nc(N)c(NC(=O)c3ccccc3)c(=O)[nH]2)no1
 : -1, 1, 0.3, -2, 1, 4, 4, -15, 1
- O=C(c1ccc2c(=O)n3c(nc2c1)CCCCC3)N1CCN(c2ccccc2)CC1
 : 0, 10, -1.2, -1, -3, -5, -16, 4, -28
- CCC(C)c1ccc(NS(=O)(=O)c2c(C)[nH]c(=O)[nH]c2=O)cc1 (centres undefined)
 : 3, 2, -0.1, -2, 3, -4, -3, 13, 17
- COc1ccc(-n2nc3c(c2NC(=O)c2cc4ccccc4o2)CS(=O)(=O)C3)cc1
 : 1, 26, 0.2, 0, 0, 14, 14, 4, 4
- Cc1ccccc1C(=O)N1CCN(c2ncnc3c2cnn3-c2ccccc2)CC1
 : -4, 25, 0.2, 11, -1, 29, 19, -17, 14
- CC1(C)C2CC=C(/C=N/NC(=S)Nc3cccnc3)C1C2 (centres undefined)
 : 1, -11, -0.5, -4, 1, 13, 23, 24, 28
- COc1ccc(CNC(=O)C2CCN(S(=O)(=O)N3CCCCC3)CC2)c(OC)c1
 : -4, 19, 0.3, -3, -1, 13, 4, 10, 25
- CC(C)(C)c1ccc(OCC(=O)NCCN2CCOCC2)cc1
 : -1, -10, -1.6, -1, 2, -29, 9, 12, -7
- COc1ccc(CCN2C(=O)CN(Cc3ccccc3)CC2=O)cc1OC
 : 2, -11, 3.3, -2, 1, 9, 7, 5, -6
- CC(Nc1c[nH]c(=O)[nH]c1=O)c1ccccc1 (centres undefined)
 : -2, -1, 0.0, 0, -4, -10, -6, 13, 11
- CC(C)C[C@@H](CSc1ccc(Br)cc1)N1CCN(C)CCC1=O
 : -2, 12, 1.4, -1, -3, 14, 8, 22, 5
- Cc1ccc(N(C(=O)CNC(=O)c2ccco2)C(C(=O)NC2CCCC2)c2cccnc2)c(C)c1 (centres undefined)
 : -2, -1, -1.6, -2, 2, -23, 12, 7, -15
- COC(=O)CSC1=C(C#N)C(c2ccccc2F)CC(=O)N1 (centres undefined)
 : 1, 20, 0.5, -3, 2, 25, 16, -4, -11
- O=C(CCn1c(=O)sc2ccccc21)Nc1nccs1
 : -1, 11, 0.1, -2, -2, 14, 3, 1, 18
- O=C(NCC(O)COc1ccc([N+](=O)[O-])cc1)Nc1ccccc1 (centres undefined)
 : -1, -41, 5.2, -1, -3, -23, -15, 13, 6
- CNC(=O)C1CCN(S(=O)(=O)c2c(C)noc2/C=C/c2ccc(OC)cc2)CC1
 : -1, 12, -0.9, 0, 4, 13, 0, -2, -8
- COc1cc(C(=O)N/N=C/c2ccc(OC(=O)c3ccccc3Cl)cc2)ccc1O
 : 26*, 7, 0.2, 6, -5, 1, 13, 11, -26
- Cc1ccc(S(=O)(=O)CCC(=O)OCc2cc(=O)oc3cc(C)ccc23)cc1
 : 5, 12, 0.0, -1, 1, -1, 5, -7, 7
- O=C(Nc1cc(S(=O)(=O)N2CCCCCC2)ccc1OCC(F)(F)F)c1cnccn1
 : 0, 0, -0.9, -3, 7, -4, -4, -2, 2
- Cc1nn(CCCC(=O)Nc2ccccn2)c(C)c1[N+](=O)[O-]
 : -1, 7, -0.4, 1, -2, -1, -2, 10, 0
- CCC(=O)N(Cc1cc2ccccc2[nH]c1=O)c1ccc(OC)cc1
 : 0, 23, -1.7, -1, 0, 6, 2, 17, 1
- COCCNC(=S)N(CCc1c(C)[nH]c2ccc(C)cc12)Cc1cc(OC)c(OC)c(OC)c1
 : -11, 6, -0.4, -2, -3, 22, -14, 3, -5
- Cc1nc2ccc(S(=O)(=O)NC(C(=O)NC3CCCC3)C(C)C)cc2s1 (centres undefined)
 : 0, 8, -0.8, -2, 8, -23, 5, 0, -6
- CC(C)c1cc(NC(=O)CSc2nnc(-c3ccccc3F)n2C)on1
 : -4, 6, 3.3, 3, -3, 15, 7, 13, 5
- Cc1ccc(S(=O)(=O)N2CCN(C(=O)COC(=O)c3cncc(Br)c3)CC2)c(C)c1
 : 0, 5, -0.2, 0, 0, 14, 6, 6, 8
- Cc1nc(NC(=O)C2CCCCC2C(=O)O)sc1C (centres undefined)
 : -1, 14, 0.0, 1, 2, 12, 8, -5, -27
- CN(Cc1nc2ccccc2c(=O)[nH]1)c1ccccc1
 : -3, 8, 0.7, 3, 0, 3, 5, -12, 5
- Cc1ccc(-c2cc(C(=O)Nc3ccc(S(=O)(=O)Nc4onc(C)c4C)cc3)c3ccccc3n2)cc1
 : 3, 9, -0.5, -2, -3, -5, -5, 10, 15
- O=C(CCn1c(=O)c2cccn2c2cccnc21)N1CCN(c2cccc(Cl)c2)CC1
 : -2, 35, -1.2, 4, -3, 29, 4, 12, -5
- Cn1ccnc1-c1nnn(-c2ccc(Cl)c(Cl)c2)n1
 : -3, 20, -1.4, 1, 0, 9, 8, 3, -35
- O=C(NCCCO)c1ccc2[nH]c3c(c2c1)CCCC3
 : 0, 13, -0.9, 3, 1, 14, 0, 23, 3
- C[C@H](NS(=O)(=O)c1ccc(Cl)c(Cl)c1)C(=O)OCc1cc(=O)n2cc(Br)ccc2n1
 : -9, 19, 0.6, -2, -2, 10, 0, 9, 9
- CC(Sc1ccsc1[N+](=O)[O-])C(=O)NCc1ccccc1 (centres undefined)
 : nt, 7, nt, -2, -1, 22, 9, -1, -1
- CCOC(=O)N1CCC(NC(=O)C(NS(=O)(=O)c2cccc3nsnc23)c2ccccc2)CC1 (centres undefined)
 : 2, 11, -1.0, -1, -4, -7, 3, 2, -1
- CCN(CC)S(=O)(=O)c1cccc(-c2nnc(SCC(=O)c3cc(C)n(C4CC4)c3C)o2)c1
 : 0, -7, 2.2, -4, -4, 18, -14, 14, 3
- CC(=O)Nc1c([N+](=O)[O-])cc2[nH]c(=O)[nH]c2c1[N+](=O)[O-]
 : 0, 8, 0.3, 0, -1, 5, -5, 10, -20
